Assay outcomes (PubChem)
RAD54 branch – RAD54 (human) branch migration inhibition. Q92698. RAD54 Holliday junction branch migration, FAM/BHQ fluorescence. inhibition, % at 10.4 µM. hit rate 0.14% among 360,000;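 active = mean normalized replicate activity at least 40 and at least half of replicates scoring 40 or more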;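 also: 0% = median of neutral control wells and 100% = median of positive control wells; inhibitors cause a drop in the FAM fluorescence signal; in these data hits start at about 50%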
EWS-Fli block – blocks EWS/Fli oncoprotein-driven transcription | A673 NR0B1-luciferase reporter, viability-normalised | inhibition, % at 12.6 µM | hit rate 0.67% among 350,000;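 active = mean inhibition of at least 50% after viability correction, with every replicate also passing that limit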;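 also: firefly luciferase signal divided by Alamar Blue viability fluorescence both relative to DMSO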
RAD52 inh – blocks human RAD52 DNA annealing; inhibition, % at 18.7 µM; P43351; AID 651710; hit rate 0.46% among 360,000; recombinant RAD52 DNA annealing, FRET fluorescence;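 active = every replicate showing at least 50% inhibition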
Target sequence (P43351 whole entry, looked up): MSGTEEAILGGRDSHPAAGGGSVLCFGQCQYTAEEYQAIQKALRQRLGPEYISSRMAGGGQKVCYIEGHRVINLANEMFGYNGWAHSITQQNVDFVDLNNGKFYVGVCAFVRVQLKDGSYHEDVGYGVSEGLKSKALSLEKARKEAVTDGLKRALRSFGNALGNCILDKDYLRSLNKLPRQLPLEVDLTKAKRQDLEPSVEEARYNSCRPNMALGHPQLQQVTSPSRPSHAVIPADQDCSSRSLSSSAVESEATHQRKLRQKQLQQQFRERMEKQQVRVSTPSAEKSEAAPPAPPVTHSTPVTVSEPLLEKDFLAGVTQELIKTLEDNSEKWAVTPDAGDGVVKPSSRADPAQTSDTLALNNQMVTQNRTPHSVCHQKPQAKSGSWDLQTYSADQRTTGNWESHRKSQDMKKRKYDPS
FN deposition inh – fibronectin deposition inhibition. hit rate 0.086% among 350,000. AH1F fibroblasts, Alexa488-fibronectin deposition fluorescence, overnight. inhibition, % at 12.6 µM. AID 743247;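 active = mean inhibition across replicates of 30% or more, regardless of how many single replicates reach that level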;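 also: positive control wells lacked labelled fibronectin entirely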
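Measured by – fluorescence 485/525 nm · System – AH1F fibroblast monolayer, labelled fibronectin deposition · Amount – 10000 cells per well · Buffer or medium – serum-reduced DMEM (2% serum) · Doses – single dose, pinned · Also added – fluorescent fibronectin at 24 nM final · Schedule – 1 h cell attachment, overnight exposure to compound and label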
Xi reactivation – reactivates the inactive X chromosome in mouse fibroblasts; XiGFP mouse fibroblasts, % GFP-positive cells imaging, 3 d; cells co-treated with 5-aza-dC sensitizer; scaled so ellipticine positive control = 100%; activation, % at 7.58 µM; hit rate 0.055% among 360,000;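 active = mean normalized replicate activation at least 10% and every replicate at or above 10%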;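 also: 0% = median of on-plate neutral control wells and 100% = ellipticine 6 µM median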
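System: 68-5-11 XiGFP fibroblast line; Timing: 3 days compound exposure; Compound dosing: one concentration, pinned; Benchmarks: positive control ellipticine, 6 µM final; Buffer or medium: DMEM containing 5-aza-dC.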
E-selectin induc – E-selectin induction on HUVECs | activation, % at 7.58 µM | hit rate 0.37% among 260,000 | HUVEC E-selectin immunofluorescence imaging; normalized: neutral wells 0, TNF-alpha wells 100 | P16581;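 active = mean E-selectin-positive cell signal at least 10% of the positive control, reached in at least 60% of replicates, without over 20% cell loss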;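 also: in these data hits start at about 27%; measured in HUVEC primary endothelial cells; signal is the percent of cells scored E-selectin positive by PE staining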
Target sequence (P16581 whole entry, looked up): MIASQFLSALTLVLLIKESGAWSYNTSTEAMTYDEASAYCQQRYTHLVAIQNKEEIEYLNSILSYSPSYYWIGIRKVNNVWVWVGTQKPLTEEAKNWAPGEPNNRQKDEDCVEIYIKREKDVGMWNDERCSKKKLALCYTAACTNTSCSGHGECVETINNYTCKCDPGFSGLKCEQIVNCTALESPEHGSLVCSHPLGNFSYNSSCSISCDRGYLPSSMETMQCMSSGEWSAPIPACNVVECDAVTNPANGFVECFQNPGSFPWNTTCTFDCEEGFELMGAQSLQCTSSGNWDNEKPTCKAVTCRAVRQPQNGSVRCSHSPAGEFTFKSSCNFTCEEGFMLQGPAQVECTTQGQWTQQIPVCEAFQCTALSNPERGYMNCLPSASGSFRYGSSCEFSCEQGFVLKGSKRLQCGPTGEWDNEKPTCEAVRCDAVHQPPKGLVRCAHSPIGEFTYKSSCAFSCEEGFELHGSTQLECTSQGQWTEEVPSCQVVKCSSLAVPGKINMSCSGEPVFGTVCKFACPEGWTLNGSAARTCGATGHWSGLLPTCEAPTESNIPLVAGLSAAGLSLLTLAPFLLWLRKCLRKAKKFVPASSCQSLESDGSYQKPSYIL
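Test system – human umbilical vein endothelial cells (HUVEC), E-selectin induction · Input – 3,000 HUVEC seeded per well · Buffer or medium – EGM-2, gelatin · Compound dosing – single-point compound dose · Detection – immunofluorescence imaging · Measure – percent E-selectin-positive cells · Controls – TNF-alpha high, DMSO low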
S100A4 MyoIIA – inhibitors of human S100A4 binding to myosin IIA peptide. S100A4/TAMRA-MyoIIA peptide fluorescence polarization. inhibition, % at 10.7 µM. hit rate 0.14% among 360,000. AID 652163;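 active = mean inhibition of at least 70% across replicates, with every replicate also reaching that level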
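Material: S100A4 monomer protein | Medium: HEPES pH 7.2 with CaCl2, KCl, NaCl, DTT, Triton | Reagent: Labelled myosin peptide probe, 5 nM | Doses: One dose per compound | Times: 5 min incubation before reading | Benchmarks: Neutral control DMSO, positive control TFP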
esBAF inh – inhibitors of esBAF chromatin remodeling in mouse ES cells; Bmi1-luciferase knock-in reporter, 24 h; 100% = twice the neutral-well signal; reporter increase, % at 12.5 µM; hit rate 2% among 350,000; AID 602393; in the data active = activation above about 40%;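 also: 0% = median of the plate's neutral control wells and 100% = double that signal; a rise in the Bmi1 reporter signal indicates esBAF inhibition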
Starred values were filed as active, the others as inactive; · = not tested or not shown; & = joins results of further samples.

SMILES	RAD54 branch	EWS-Fli block	RAD52 inh	FN deposition inh	Xi reactivation	E-selectin induc	S100A4 MyoIIA	esBAF inh
COc1ccccc1P(=O)(c1ccccc1)c1ccccc1NC(C)=O (stereo unspecified)	·	0	-6	-13	0.0	0.0	-3	·
O=C(Oc1cccc([N+](=O)[O-])c1)C1CCN(C(=O)c2ccc(F)cc2)CC1	-1	-10	-2	0	0.1	-3.5	-2	6
C[C@@H]1CN([C@@H](C)CO)C(=O)CCCn2cc(nn2)CO[C@H]1CN(C)Cc1cccc(O)c1	9	-2	-2	2	-0.1	-0.2	0	-9
CN1CCN(C(=O)C2=C[C@H](c3coc4ccccc4c3=O)C[C@H](OCCCCO)O2)CC1	-15	-3&-6	-20&-3	-10	0.0	0.0	-3&-5	15
Cc1cc(N(C)Cc2ccccc2)nc2cc(O)ccc12	16	-14	3	2	0.2	0.0	-5	4
CS(=O)(=O)c1ccc(C(=O)NNC(=O)c2cc(-c3ccccc3)n[nH]2)cc1	-4	2	-2	3	-0.7	-0.1	2	3
CC(=O)c1cccc(CN2CCCC(CCC(=O)NCc3ccccc3F)C2)c1 (stereo unspecified)	·	3	-9	8	0.1	2.2	-1	·
CC(=O)N1CC[C@@H]2[C@H]1c1cc(-c3cccc(F)c3)ccc1N[C@@H]2CO	-3	-4	8	-11	0.1	-0.3	-13	-1
CCOC(=O)c1sc(=NC(=O)c2c(F)cccc2F)n(C)c1C	3	-84	-8	6	0.0	·	-1	54*
Brc1cc2c(cc1CSc1ncccn1)OCO2	0	·	-9	11	0.0	·	-1	5
Cc1ccc(C(=O)N/N=C/c2cccc3ccccc23)cn1	4	-28	-17	-9	0.1	-0.1	-7	·
C[C@@H](NC(=O)[C@@H]1Cc2ccccc2CN1)C(=O)NC1CCCC1	2	0	-15	4	0.0	·	0	3
COc1ccc(NC(=O)N(C)C[C@@H]2OCCCC[C@@H](C)Oc3ccc(NC(=O)Cc4ccccc4)cc3C(=O)N([C@H](C)CO)C[C@@H]2C)cc1	-3	3	4	8	0.0	0.1	12	-3
COCCNC(=O)c1cc2c(=O)n(C)c3ccccc3c2n1C	-5	-4	-13	-1	0.2	0.1	7	-10
CN(C)S(=O)(=O)c1ccc(N2CCCC2)c(C(=O)NNC(=O)c2ccc(Br)cc2)c1	6	-1	-8	5	1.0	1.8	-3	2
CN(C)CC(=O)N[C@@H]1CC[C@@H](CC(=O)NCc2ccc(Cl)cc2)O[C@H]1CO	7	0	8	·	0.3	0.4	29	7
COc1ccccc1[C@H]1C(c2cccc(C)c2)=NN(c2ccccc2)[C@@H]1CO	-4	-2	-14	-6	0.0	0.6	-3	2
NC(=O)c1sc2nc3c(c(-c4ccco4)c2c1N)CCCC3	-6	-13	-9	8	0.1	·	16	-12
CC1(C)NC(=O)N(CCC(=O)Nc2cc(C(F)(F)F)ccc2Cl)C1=O	6	2	-11	6	0.0	0.3	-2	-5
CNC[C@@H]1OCCCC[C@@H](C)Oc2ccc(NS(=O)(=O)c3ccc(F)cc3)cc2C(=O)N([C@H](C)CO)C[C@@H]1C	-2	0	-20	-6	0.0	0.6	2	-2
NC1=C([N+](=O)[O-])C(c2ccccc2)C2=C(CCCC2=O)O1 (stereo unspecified)	·	5	-6	-5	0.1	1.2	-3	·
Cc1noc(C)c1S(=O)(=O)Nc1ccc2c(c1)C(=O)N([C@H](C)CO)C[C@@H](C)[C@H](CN(C)C(=O)Nc1ccc3c(c1)OCO3)O2	2	0	20	·	-1.1	·	-7	-5
CN1CCN(C(=O)C[C@@H]2C=C[C@@H](NC(=O)Cc3ccccn3)[C@@H](CO)O2)CC1	5	2	-2	1	-0.1	0.4	4	2
CCc1c(C)nc2c(-c3ccccc3OC)c(C)[nH]n2c1=O	0	1	-1	-9	-0.1	0.2	0	-11
C[C@H](CO)N1C[C@H](C)[C@H](CN(C)Cc2ccc(C(=O)O)cc2)Oc2ccc(NC(=O)C3CCCCC3)cc2C1=O	5	-10	-7	·	0.1	·	-23	5
Later entries
SMILES	RAD54 branch	EWS-Fli block	RAD52 inh	FN deposition inh	Xi reactivation	E-selectin induc	S100A4 MyoIIA	esBAF inh
COc1ccc2c3c([nH]c2c1)[C@H](CO)N(C(=O)C1CCC1)CC31CN(C(=O)NC(C)C)C1	·	-10	4	·	0.4	-0.4	1	·
CC(NCc1cccs1)C(=O)Nc1cc(Cl)cc(Cl)c1 (stereo unspecified)	10	4	-4	14	-0.1	-0.1	2	0
CCCC(=O)Nc1nn(CC(C)C)c2nc3cc(C)ccc3cc12	-4	6	-5	0	0.1	·	-4	-12
CCCCOc1ncnc2c1[nH]c1ccc(C)cc12	18	-38	-3	-6	-0.1	-0.3	-1	·
CCCN(C(=O)c1cn(CC)c2nc(C)ccc2c1=O)c1c(N)n(Cc2ccccc2)c(=O)[nH]c1=O	·	2	-16	-6	-0.2	3.5	-6	·
Cc1onc(-c2ccccc2)c1C(=O)N1CCCSC1=Nc1ccccc1	3&-5	-21	-17	-1&3	-0.1	0.0	4	7&-9
CN1CCN(S(=O)(=O)c2cccc(C(=O)N3CCN(c4ccccc4F)CC3)c2)CC1	1	5	-18	-4	0.2	-0.2	-15	-4
CC(=O)c1cccc(NC(=O)CNC(=O)Cc2cccc3ccccc23)c1	-4	0	-9	3	0.0	6.1	32	2
COc1ccc(S(=O)(=O)N(C)C[C@@H]2OCc3ccccc3-c3c(n(C)c4ccccc34)C(=O)N([C@H](C)CO)C[C@@H]2C)cc1	-9	8	22	-9	-0.1	-0.6	7	2
Cc1cccc(C)c1OCc1cc(C(=O)N2CCN(c3ccc(F)cc3)CC2)no1	2	-25	2	-19	0.1	·	1	45*
Cc1cc(NC(=O)CSc2[nH]c(=O)cc(C(F)(F)F)c2C#N)no1	-4	-8	-14	-2	0.1	-0.2	-1	3
CO[C@@H]1CN(C)C(=O)c2cc(NC(=O)Nc3ccccc3F)ccc2OC[C@H](C)NC[C@@H]1C	-8	-7	1	-9	0.0	-0.1	-1	1
O=C(OCC1CCC=CO1)C1CCC=CO1 (stereo unspecified)	-5	4	-5	0	0.0	·	-5	-9
O=C(C1CCCCN1S(=O)(=O)c1ccccc1[N+](=O)[O-])N1CCCCC1 (stereo unspecified)	·	5	-12	0	-0.1	3.5	-17	·
COc1cccc(C(=O)N2CCN(C(=O)C3CCCO3)CC2)c1 (stereo unspecified)	-9	1	2	1	0.1	-1.0	-11	-9
NC(=O)c1ccc(Nc2ccc([N+](=O)[O-])cc2[N+](=O)[O-])cc1	·	7	-2	-3	0.1	·	6	·
CCOc1ccc(S(=O)(=O)NCCC(=O)NC(C)CCc2ccccc2)cc1 (stereo unspecified)	11	10	-8	-5	0.0	-0.1	-1	1
Cc1ccc(C(=O)c2ccc([N+](=O)[O-])cc2)cc1C	·	-60	-5	·	·	·	-2	23
C[C@H](CO)N1C[C@H](C)[C@H](CN(C)Cc2ccc3c(c2)OCO3)Oc2c(NC(=O)c3nc4ccccc4s3)cccc2C1=O	·	·	·	16	-1.2	-0.1	4	·
Cc1cccc(CSC(=N)N)c1	·	-6	-1	1	0.2	1.5	-2	·
C/C=C/c1ccc2c(c1)[C@H]1[C@H](CCN1S(=O)(=O)c1ccccc1F)[C@H](CO)N2	4	-2	·	6	0.0	0.1	·	9
C[C@H](NC(=O)[C@H](Cc1ccccc1)NC(=O)c1cc2cc(Cl)ccc2n1C)C(=O)O	1	1	-46	2	0.0	0.6	-12	-2
CSCCC(NC(=O)c1ccccc1Br)C(=O)NCc1ccc(F)cc1 (stereo unspecified)	1	2	-17	0	0.2	-0.2	1	-3
COC(=O)CNC(=O)CSc1ccccn1	4	9	0	0	0.1	-0.4	4	-13
CCOc1ccc2c(c1)OC(c1ccc(OC)cc1)(C(F)(F)F)NC2=O (stereo unspecified)	1	35	-17	-2	1.1	·	3	·

In a second layout: twelve of the compounds above
Below each compound – RAD54 branch, EWS-Fli block, RAD52 inh, FN deposition inh, Xi reactivation, E-selectin induc, S100A4 MyoIIA, esBAF inh
Cc1onc(-c2ccccc2)c1C(=O)N1CCCSC1=Nc1ccccc1
    3&-5, -21, -17, -1&3, -0.1, 0.0, 4, 7&-9
CN1CCN(S(=O)(=O)c2cccc(C(=O)N3CCN(c4ccccc4F)CC3)c2)CC1
    1, 5, -18, -4, 0.2, -0.2, -15, -4
CC(=O)c1cccc(NC(=O)CNC(=O)Cc2cccc3ccccc23)c1
    -4, 0, -9, 3, 0.0, 6.1, 32, 2
COc1ccc(S(=O)(=O)N(C)C[C@@H]2OCc3ccccc3-c3c(n(C)c4ccccc34)C(=O)N([C@H](C)CO)C[C@@H]2C)cc1
    -9, 8, 22, -9, -0.1, -0.6, 7, 2
Cc1cccc(C)c1OCc1cc(C(=O)N2CCN(c3ccc(F)cc3)CC2)no1
    2, -25, 2, -19, 0.1, ·, 1, 45*
Cc1cc(NC(=O)CSc2[nH]c(=O)cc(C(F)(F)F)c2C#N)no1
    -4, -8, -14, -2, 0.1, -0.2, -1, 3
CO[C@@H]1CN(C)C(=O)c2cc(NC(=O)Nc3ccccc3F)ccc2OC[C@H](C)NC[C@@H]1C
    -8, -7, 1, -9, 0.0, -0.1, -1, 1
O=C(OCC1CCC=CO1)C1CCC=CO1 (stereo unspecified)
    -5, 4, -5, 0, 0.0, ·, -5, -9
O=C(C1CCCCN1S(=O)(=O)c1ccccc1[N+](=O)[O-])N1CCCCC1 (stereo unspecified)
    ·, 5, -12, 0, -0.1, 3.5, -17, ·
COc1cccc(C(=O)N2CCN(C(=O)C3CCCO3)CC2)c1 (stereo unspecified)
    -9, 1, 2, 1, 0.1, -1.0, -11, -9
NC(=O)c1ccc(Nc2ccc([N+](=O)[O-])cc2[N+](=O)[O-])cc1
    ·, 7, -2, -3, 0.1, ·, 6, ·
CCOc1ccc(S(=O)(=O)NCCC(=O)NC(C)CCc2ccccc2)cc1 (stereo unspecified)
    11, 10, -8, -5, 0.0, -0.1, -1, 1

(cont.)
SMILES	RAD54 branch	EWS-Fli block	RAD52 inh	FN deposition inh	Xi reactivation	E-selectin induc	S100A4 MyoIIA	esBAF inh
O=C(CN1C2CCCC1CC(NC(=O)c1ccccc1)C2)NC1CC1 (stereo unspecified)	·	-29	-15	-19	0.0	13	5	1
COCCCNC(=O)c1ccc2c(=O)n(C3CCCC3)c(=S)[nH]c2c1	0	·	·	1	·	0.0	·	1
CN(C(=O)[C@@H](Cc1ccccc1)NC(=O)[C@H]1O[C@@H](n2ccc(=O)[nH]c2=O)[C@H](O)[C@@H]1O)C1CCCCC1	·	-9	-2	2	0.2	0.1	-4	·
Cc1ccc(C(=O)NCC(=O)OCc2nnc(-c3ccc([N+](=O)[O-])cc3)o2)cc1	0	-2	-5	-2	-0.1	0.0	1	0
CN1c2ccc(-c3ccc(C#N)cc3)cc2[C@H]2[C@H](CCN2S(=O)(=O)c2cccc(F)c2)[C@H]1CO	10	60*	18	-10	-0.1	0.5	0	-31
Cc1cc(-c2ccccc2)[nH]c(=O)c1C#N	·	3	-6	4	0.0	·	-2	·
COc1cccc(NC(=O)C[C@@H]2CC[C@H]3[C@H](COc4ccc(NC(=O)C5CCC5)cc4C(=O)N3C)O2)c1	·	6	3	-5	0.0	0.0	3	·

Rows are unselected, and some 3% of all compounds hit somewhere here.
